Screens deposited in PubChem BioAssay by National Center for Advancing Translational Sciences (NCATS).
HepG2 tox = counter-screen for TGF-b inhibitors: cytotoxicity in HepG2 cells; HepG2 CAGA-GFP viability, ATP luminescence, 18 h; Potency, µM (top dose mostly 46.1 µM), for the others: top-dose activity change, negative = cytotoxicity, actives largely listed as cytotoxic; actives 0.76% (n = 410,000); AID 588856; note: some results filed as inactive show a strong effect at the top dose
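HepG2 CAGA-GFP cells (1000/well, DMEM with 1% FBS) received compound, then TGF-beta at 500 pg/mL final, and were incubated 18 hours at 37 degrees C. Viability was read by CellTiter-Glo luminescence. Media-only wells were set as complete cell-killing and DMSO as no toxicity.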
TGFb inhibitor = inhibitors of TGF-b signaling; Potency, µM (doses to about 46.1 µM), for inactives: top-dose activity, negative = inhibition, hits mostly inhibitors; HepG2 CAGA-GFP TGF-b/SMAD3 reporter, GFP fluorescence, 18 h; TGF-beta stimulated, 500 pg/mL final; actives 1.2% (n = 410,000); note: % is set by controls: 0 for no effect and ±100 for the full control effect; nearly all actives have a fitted effect of over 65% in size
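TGF-beta reporter screen: HEPG2 CAGA-GFP, 1% FBS, 500 pg/mL TGF-beta final, 18 h; per-cell GFP summed per well; curves fitted and categorized by class.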
A549 tox = kills or reduces viability of A549 cells in Nrf2 counter-screen | A549 ARE-Fluc cells, CellTiter-Fluor viability, 18-24 h | Potency, µM (titrated, usually from 46 µM), for the others: at the highest dose activity change, negative = cytotoxicity, hits mostly inhibitors | actives 0.16% (n = 390,000); note: % is set by controls: 0 for no effect and ±100 for the full control effect
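Cytotoxicity counterscreen: CellTiter-Fluor fluorescence was measured in A549 ARE_Fluc cells after 18-24 h of compound exposure in a concentration series. The subsequent BugLite luminescent read reports ARE-luciferase activity.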
Nrf2 activator = Nrf2 pathway activation. AREc32 ARE-luciferase reporter (MCF7-derived line), luminescence, 24 h. Potency, µM (titrated, usually from 46.1 µM), without a hit: at the top dose activation, usual class: activators. actives 0.31% (n = 410,000). AID 624171; note: % of control where 0% means no effect; nearly all actives have a fitted effect of over 65% in size
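Luminescent ARE reporter assay in AREc32_Fluc cells: overnight plating at 37 deg C, 24 hr compound incubation, Steady-Glo added, 30 min RT before reading.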
ATXN2 expr inh = reduces ATXN2 reporter expression in HEK-293 cells; HEK-293 ATXN2-luciferase reporter, luminescence, 24 h; Potency, µM (series often up to 57 µM), for inactives: top-dose activity change, negative = inhibition, usual class: inhibitors; actives 0.72% (n = 360,000); note: % is set by controls: 0 for no effect and ±100 for the full control effect; nearly all actives have a fitted effect of over 55% in size
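qHTS (up to 57 uM final) was run with 24 h compound exposure of reporter cells at 37 °C. Each well was multiplexed: SteadyGlo luminescence measured ATXN2-luciferase expression after a fluorogenic Gly-Phe-AFC viability readout (25 uM final).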
S2 tox = cell viability loss in ATXN counter-screen. Potency, µM (series often up to 56.7 µM), hits mostly cytotoxic. actives 0.49% (n = 400,000). S2 cells (HEK-293 line with an ATXN2-luciferase reporter) viability, CellTiter-Fluor protease fluorescence, 24 h; note: nearly all actives have a fitted effect of over 40% in size
Nrf2 inh = blocks Nrf2 signaling; actives 2.1% (n = 360,000); Potency, µM (titrated, usually from 46 µM), for inactives: at the top dose activity change, negative = inhibition, actives largely listed as inhibitors; A549 ARE-Fluc reporter, luciferase luminescence, 18-24 h; note: % is set by controls: 0 for no effect and ±100 for the full control effect; nearly all actives have a fitted effect of over 60% in size
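A549 ARE_Fluc cells (5000/well, 5% FBS OPTI-MEM) pre-incubated 2 h, then treated with compounds 18-24 h at 37C/5% CO2 in concentration-response. CellTiter-Fluor viability read first; BugLite luciferase luminescence after 15 min at room temperature gives Nrf2 activity.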
EPAC2 antag = EPAC2 (human) antagonism | Q8WZA2 | EPAC2 GEF exchange of Rap1B-BODIPY-GDP, fluorescence | Potency, µM (top dose mostly 114 µM), for inactives: at the highest dose activity, negative = inhibition, hits mostly inhibitors | actives 0.18% (n = 360,000) | AID 720708; note: % is set by controls: 0 for no effect and ±100 for the full control effect; nearly all actives have a fitted effect of over 45% in size; many of its hits are not listed in these tables
Target sequence (Q8WZA2 whole entry, looked up): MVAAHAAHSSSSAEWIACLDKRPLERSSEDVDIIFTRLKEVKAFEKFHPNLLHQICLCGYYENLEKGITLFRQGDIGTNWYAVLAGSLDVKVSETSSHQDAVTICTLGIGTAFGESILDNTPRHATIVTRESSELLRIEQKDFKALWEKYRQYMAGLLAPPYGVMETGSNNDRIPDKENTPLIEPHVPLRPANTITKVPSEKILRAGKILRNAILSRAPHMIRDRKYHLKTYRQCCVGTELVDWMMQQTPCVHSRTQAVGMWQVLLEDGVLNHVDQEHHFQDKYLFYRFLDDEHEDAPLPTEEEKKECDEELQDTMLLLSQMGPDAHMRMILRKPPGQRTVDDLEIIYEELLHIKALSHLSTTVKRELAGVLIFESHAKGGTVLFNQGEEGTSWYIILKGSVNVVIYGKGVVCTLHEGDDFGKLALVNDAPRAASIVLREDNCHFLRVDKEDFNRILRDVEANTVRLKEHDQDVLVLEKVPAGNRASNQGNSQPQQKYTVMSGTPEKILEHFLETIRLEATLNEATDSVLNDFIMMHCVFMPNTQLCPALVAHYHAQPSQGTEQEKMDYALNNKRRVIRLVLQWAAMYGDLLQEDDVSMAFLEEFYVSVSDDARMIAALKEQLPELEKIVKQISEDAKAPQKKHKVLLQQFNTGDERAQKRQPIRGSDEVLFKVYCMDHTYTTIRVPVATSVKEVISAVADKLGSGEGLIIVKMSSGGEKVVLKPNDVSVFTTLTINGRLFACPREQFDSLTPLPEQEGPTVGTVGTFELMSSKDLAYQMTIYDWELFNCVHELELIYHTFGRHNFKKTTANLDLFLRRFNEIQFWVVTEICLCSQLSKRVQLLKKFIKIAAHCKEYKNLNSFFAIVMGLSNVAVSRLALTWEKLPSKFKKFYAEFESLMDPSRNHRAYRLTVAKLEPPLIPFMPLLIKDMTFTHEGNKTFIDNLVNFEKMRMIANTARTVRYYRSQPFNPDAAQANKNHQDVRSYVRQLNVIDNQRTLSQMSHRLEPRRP
MCF10A rerep = inducers of DNA re-replication in MCF 10A breast cells | Potency, µM (doses to about 46.1 µM), for inactives: at the top dose activity, positive = re-replication, actives largely listed as activators | actives 2.9% (n = 350,000) | MCF 10A DNA re-replication, Hoechst nuclear intensity, 48 h; note: % of control where 0% means no effect; nearly all actives have a fitted effect of over 50% in size
An asterisk follows results filed as active; i = inactive; ? = inconclusive; / = no result given; [ ] = another dose, or the depositor's remark. Calls come from the whole dose curve; as a rule, active = well fitted curve in the direction sought with a large enough effect; inconclusive = small, poorly fitted or top-dose-only effect, or another doubt; inactive = no such curve, though single readings can be large; an effect the other way counts as inactive or inconclusive. Potency is the fitted concentration of half-maximal effect.

Fields: HepG2 tox	TGFb inhibitor	A549 tox	Nrf2 activator	ATXN2 expr inh	S2 tox	Nrf2 inh	EPAC2 antag	MCF10A rerep
- CC(C)C[C@H]1CNC(=S)N1C[C@H]1CCCN1C[C@H](Cc1ccccc1)N1C[C@H](Cc2ccc(O)cc2)N(CC2CCCCCC2)C1=S
 : -21%	10µM*	/	0.1%	?	16µM*	/	-1%	/
- Cc1cccc(NC(=O)CC2NCCNC2=O)c1 (configuration not stated)
 : 0%	-2%	-7%	-0.9%	4%	i	13%	6%	?
- CC(C)(C)NC(=O)C(=O)NCCC1=CCCCC1
 : 7%	3%	8%	1.9%	38%	i	29%	-20%	2%
- CN1OC[C@@H]2CN(Cc3ccccc3)[C@H](c3ccc(-n4ccnc4)cc3)C[C@@H]21
 : -1%	8%	/	4.8%	-10%	i	/	-17%	/
- O=C(c1ccc(Cl)s1)N1CCN(C23CC4CC(CC(C4)C2)C3)CC1
 : -3%	-4%	12%	-0.1%	6%	i	4%	1%	?
- CCc1ccc(/C=C\C(=O)N2CCCC2)cc1
 : 4%	-29%	6%	-0.7%	1%	i	?	-3%	2%
- CC(C)(C)NC(=O)C1CCN(c2ccc(S(=O)(=O)N3CCOCC3)cc2Cl)CC1
 : -35%	2%	0%	-0.9%	-13%	i	-3%	-13%	1%
- CC(C)(CNC(=O)c1cccs1)N1CCOCC1
 : -3%	5%	9%	-0.4%	/	i	-9%	2%	6%
- CSc1ccccc1NC(=O)c1noc(C)c1[N+](=O)[O-]
 : -20%	?	2%	27%	/	i	?	4%	9%
- CC(C)OC(=O)c1cn(-c2ccccc2)nc1-c1ccc2c(c1)OCCO2
 : -6%	0%	-6%	-0.4%	-21%	i	?	0%	?
- CCOC(=O)c1cccc(NC(=O)C2CCCO2)c1 (configuration not stated)
 : -1%	2%	-9%	0.1%	7%	i	-19%	6%	1%
- O=[N+]([O-])c1ccc(O)c(P(=O)(c2ccccc2)c2ccccc2)c1
 : -3%	33%[activator]	-3%	1.2%	18%	i	1%	4%	2%
- COc1ccc(NS(=O)(=O)c2ccc(NC(=S)NC(=O)/C=C/c3ccccc3)cc2)nn1
 : 3%	5%	-13%	11%	1%	i	-28%	8%	18%
- CCC(=O)Nc1sc(C(=O)Nc2ccccc2OC)c(C)c1C(=O)OC
 : -15%	-11%	8%	2.4%	0%	i	?	-1%	13%
- Cc1cccc(C)c1N1C(=O)CCC(C)(C)C1=O
 : -9%	-4%	-2%	-0.3%	-8%	i	0%	1%	-6%
- CCCN1CCN(CCNC(=O)Nc2cc(C)ccc2OC)CC1
 : 0%	?	0%	-0.8%	-11%	i	9%	/	/
- Cc1nnc(SCC(=O)N2CCCc3ccccc32)[nH]c1=O
 : -5%	15%	-9%	0.4%	10%	i	-6%	-2%	249%[0.0737 µM]
- CCCNC(=O)c1c2c(nc3ccccc13)C(=O)N(C1CCCCC1)C2
 : -5%	22%	-9%	-1.1%	/	/	-6%	/	/
- N#Cc1ccc(CSc2nnc(-c3ccncc3)n2CCc2ccccc2)cc1
 : -43%	-4%	7%	-0.8%	-14%	i	?	5%	8%
- CCN1C(=O)/C(=C\c2ccc3c(c2)OCO3)C(C(=O)OC)=C1C
 : -36%	19%	-2%	8.6%	-3%	i	3%	-3%	16%
- CC(C)(C)NS(=O)(=O)c1ccc(NS(=O)(=O)Cc2ccccc2)cc1
 : 1%	0%	-1%	0.0%	4%	i	/	11%	-7%
- CC(=O)Nc1ccccc1C(=O)C(=O)NCCc1ccccc1
 : 5%	0%	2%	-0.5%	5%	i	7%	-4%	-3%
- Cc1cccc(N2CCN(C(=O)COc3noc4nc(C)cc(C)c34)CC2C)c1 (configuration not stated)
 : -14%	-10%	/	0.4%	-1%	i	/	-8%	/
- Cc1cc(NC(=O)NC(=O)c2cccc(OC(F)(F)C(F)F)c2)n[nH]1
 : -1%	-20%	-2%	-0.2%	29%	i	?	8%	-2%
- O=C(NCCCN1CCOCC1)c1cn(-c2ccccc2)nc1-c1ccc(F)cc1
 : 14%	21%	-7%	3.1%	1%	i	-6%	-9%	10%
- O=C(COC(=O)C1CC(=O)N(Cc2ccccc2)C1)Nc1ccc([N+](=O)[O-])cc1Br (configuration not stated)
 : -27%	-11%	/	0.5%	/	?	/	1%	/
- CCOC(=O)c1ccc(NC(=S)NNC(=O)c2cc(-c3cccnc3)nc3ccccc23)cc1
 : -15%	-8%	0%	0.0%	3%	i	-14%	-15%	?
- Cc1ccc(-c2noc(-c3cc(C(C)(C)C)nn3Cc3ccccc3)n2)cc1
 : 2%	2%	-13%	-0.5%	/	i	1%	0%	8%
- Cc1ccc(S(=O)(=O)N2CCN(C(=O)CN3CCN(C)CC3)C2)cc1
 : -8%	21%	10%	-0.9%	-10%	i	3%	1%	0%
- O=C(N/N=C/c1cccc(OCc2ccccc2)c1)c1ccc(Br)o1
 : -16%	-12%	-2%	4.1%	10%	i	-3%	-3%	18%
- CCCCOC(=O)c1ccc(NC(=O)c2ccc3c(c2)CCCN3S(C)(=O)=O)cc1
 : -31%	-10%	6%	3.0%	7.1µM*	?	?	/	/
- O=C(COc1ccc([N+](=O)[O-])cc1)N1CCC(c2nc3ccccc3s2)CC1
 : -33%	?	-25%	-1.1%	-38%	?	15µM*	/	/
- CC(=O)c1cnc2c(-c3ccccc3)c(C(F)(F)F)nn2c1C
 : -15%	6%	-13%	0.1%	-11%	i	?	?	?
- CCN(CC)S(=O)(=O)c1ccc2c(c1)N(CC(=O)NCCCN1CCN(c3ccccc3F)CC1)C(=O)CO2
 : -2%	?	-10%	5.1%	/	/	3%	/	/
- COc1ccc(-c2cc(C(F)(F)F)n3nc(-c4ccccc4)cc3n2)cc1OC
 : -8%	0%	?	5.7%	2%	/	-3%	/	/
- COC(=O)c1ccc(NC(=O)CSc2n[nH]c(CC(C)C)n2)cc1
 : 7%	5%	3%	3.4%	-14%	i	9%	/	/
- COC(=O)C1=CN(Cc2ccc(OC)c(OC)c2)C=C(C(=O)OC)C1c1ccc(O)cc1
 : -19%	-18%	5%	10%	-22%	i	-1%	5%	?
- COC(=O)[C@H](C)NC(=O)Nc1ccc(OC)c(OC)c1
 : 14%	-7%	-9%	-0.8%	-4%	i	?	4%	-5%
- O=C1/C(=C/c2cccs2)SC(=S)N1N1CCOCC1
 : 13%	13%	1%	2.2%	16%	i	?	3%	9%
- O=C(COc1ccccc1F)NNC(=O)c1ccc2c(=O)n3c(nc2c1)CCC3
 : 5%	-9%	0%	-0.7%	2%	i	8%	28%	2%
- CCOC(=O)N1CCN(S(=O)(=O)c2ccc(C(=O)Nc3nc4ccccc4s3)cc2)CC1
 : 1%	?	-6%	-1.0%	0%	i	-9%	-12%	6%
- CCCOc1ccc(OC(=O)c2cn(-c3ccc(OC)cc3)c(=O)c3ccccc23)cc1
 : -13%	-7%	17%	-1.0%	/	/	/	/	/
- C=CCN(C(=O)Cc1cccs1)c1nc(-c2ccc(S(C)(=O)=O)cc2)cs1
 : -40%	28%	-2%	7.8%	35%	i	24%	2%	?
- Fc1cccc(CN2CCCCCCC2)c1
 : 2%	2%	-10%	0.2%	9%	i	-9%	13%	0%
- COc1ccc(C)cc1N1CC(C(=O)Nc2cccc(C(=O)NC3CC3)c2)CC1=O (configuration not stated)
 : -2%	-2%	/	-0.4%	/	i	/	11%	/
- CC(C)C(=O)Nc1ccc(NC(=O)c2ccc([N+](=O)[O-])cc2Cl)cc1
 : 9%	-12%	5%	-0.1%	-23%	?	-5%	3%	3%
- C/C(=N/NS(=O)(=O)c1cc(C)ccc1C)c1c[nH]c2ccccc12
 : -21%	-13%	-7%	5.7%	-13%	i	?	23%	?
- Cc1cccc(C)c1NC(=S)N(CCCN1CCOCC1)Cc1cccnc1
 : 3%	3%	2%	0.1%	-11%	i	-2%	4%	-1%
- COc1ccc(Cl)cc1NC(=O)C(=O)NCc1ccc(Cl)cc1
 : -13%	2%	-1%	-0.5%	-10%	i	-13%	/	/
- CN(C(=O)Cn1nc(C(=O)O)c2ccccc2c1=O)c1ccccc1
 : -9%	2%	7%	-0.4%	-6%	i	4%	0%	0%

Carrying on.
Fields: HepG2 tox	TGFb inhibitor	A549 tox	Nrf2 activator	ATXN2 expr inh	S2 tox	Nrf2 inh	EPAC2 antag	MCF10A rerep
- Cn1nccc1NC(=O)CC(CC(=O)O)c1ccccc1 (configuration not stated)
 : -10%	-4%	0%	0.3%	/	i	12%	-1%	3%
- Cc1onc(-c2ccccc2)c1C(=O)N1CCCC(C(F)(F)F)C1 (configuration not stated)
 : -13%	0%	2%	-1.1%	-8%	i	3%	0%	-1%
- COc1ccc(CCn2c(N)cc(=O)[nH]c2=S)cc1OC
 : -6%	-6%	?	2.6%	7%	i	?	10%	-4%
- COc1ccc(CCNC(=O)c2coc(=O)c(Br)c2)cc1
 : 13µM*	18µM*	-10%	-0.8%	?	/	?	9%	5.8µM*
- CC(Sc1nc2ccccc2c(=O)n1CC1CCCO1)C(=O)N(C)c1ccccc1 (configuration not stated)
 : -22%	-24%	-7%	0.1%	-16%	i	?	-19%	8%
- O=C(Cc1c(Cl)cccc1Cl)OCC(=O)N1CCc2ccccc2C1
 : -39%	-23%	7%	-0.9%	6%	i	10%	-7%	7%
- CC(C)C(=O)Nc1nc2c(c(=O)[nH]1)CCCC2
 : -4%	-5%	-3%	0.3%	4%	i	-5%	-3%	-5%
- Cc1cccc(NC(=O)CSc2nc3ccc(NC(=O)c4cccs4)cc3s2)c1
 : -14%	?	?	0.7%	-3%	?	-25%	/	/

A few values from the results shown.
Cc1ccc(S(=O)(=O)N2CCN(C(=O)CN3CCN(C)CC3)C2)cc1 in A549 tox shows 10%
C/C(=N/NS(=O)(=O)c1cc(C)ccc1C)c1c[nH]c2ccccc12 in TGFb inhibitor shows -13%
CC(C)(C)NC(=O)C1CCN(c2ccc(S(=O)(=O)N3CCOCC3)cc2Cl)CC1 in EPAC2 antag shows -13%

Not all compounds are listed. The share of hits here may be higher or lower than overall.
